NALP1 yeast inh – NALP1 inflammasome inhibitors in reconstituted yeast, colorimetric, S. cerevisiae, triplicate retest. 280,000 compounds, 0.61% hits. S. cerevisiae NALP1/ASC/caspase-1 growth, X-gal OD620, 72 h. inhibition, % at 10 µM; in the data active = inhibition mostly above about 24%, no sharp cut-off; inactive = mostly below about 32%; note: some compounds called inactive have numbers as strong as hits
FID counter – compounds displacing fluorescent DNA intercalator, primary screen, artefact control for HCV NS3 helicase inhibitor project, biochemical, FID fluorescence; AID 1845, 2009; 290,000 compounds, 0.17% hits; DNA fluorescent intercalator displacement; inhibition, % at 7.9 µM; in the data active = inhibition above about 37%;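 note: 0% = vehicle and 100% = reference compound; higher means more ethidium bromide displaced from hairpin DNA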
IMP-1 inhibitor – IMP-1 metallo-beta-lactamase inhibitors, primary screen, biochemical, epi-absorbance readout, Pseudomonas aeruginosa enzyme. AID 1556, 2009. purified IMP-1, nitrocefin hydrolysis, epi-absorbance fluorescence. 290,000 compounds, 0.45% hits. metallo-beta-lactamase IMP-1 (Pseudomonas aeruginosa). inhibition, % at 5.6 µM;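 active = inhibition above the mean plus 3 SD of all compounds in the same screening run, cut at about 4.5% in these data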;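 note: 0% = IMP-1 with DMSO and 100% = DMSO wells lacking enzyme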
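System: Purified IMP-1 | Read-out basis: Percent enzyme inhibition | Controls: IMP-1 with DMSO as 0%, enzyme-free DMSO as 100% | Replicates: One well per compound | Doses: 5.6 µM nominal single concentration | Detection: Epi-absorbance fluorescence, 480 nm excitation, 530 nm emission | Incubation: 25 °C, 15 min preincubation, 25 min reaction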
MEKK2 mut-MEK5 – MEK5 binding signal on mutant MEKK2 PB1, primary screen, biochemical, multiplex bead flow cytometry, Alexa488-MEK5; Alexa488-MEK5 binding to MEKK2 mutant; percent response, % at 10 µM; 290,000 compounds, 0.35% hits; in the data active = percent response above about 24%, passing the limit was not always enough; note: inactives centre near 1; some results filed as inactive read as strong as hits
SUMO HTRF inh – inhibitors of in vitro SUMOylation cascade, primary screen, biochemical, HTRF, uHTS | SUMO-conjugating enzyme UBC9 (Homo sapiens), P63279 | HTRF SUMOylation assay, SAE1/SAE2 + UBC9 | inhibition, % at 35 µM | 290,000 compounds, 0.36% hits | AID 2006, 2009; in the data active = inhibition above about 50%, passing the limit was not always enough; note: strong numbers were not always called active
Target sequence (P63279 whole entry, looked up): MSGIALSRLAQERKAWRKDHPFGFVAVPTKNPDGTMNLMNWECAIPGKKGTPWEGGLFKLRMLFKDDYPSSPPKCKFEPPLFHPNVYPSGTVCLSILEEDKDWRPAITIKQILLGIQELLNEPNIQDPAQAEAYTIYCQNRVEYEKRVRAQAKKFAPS
VIM-2 inhibitor – VIM-2 metallo-beta-lactamase inhibitors, primary screen, biochemical, epi-absorbance readout, Pseudomonas aeruginosa enzyme. purified VIM-2, nitrocefin hydrolysis, epi-absorbance fluorescence. inhibition, % at 5.6 µM. 290,000 compounds, 0.89% hits. AID 1527, 2009;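 active = inhibition above the mean of all tested compounds plus 3 SD, cutoff set per screening run, cut at about 7.5% in these data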;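 note: red hydrolysis product quenches plate fluorescence so inhibitors raise well fluorescence; 0% = enzyme with DMSO and 100% = DMSO without enzyme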
M18AAP inhibitor – PfM18AAP inhibitors, malaria aminopeptidase, primary screen, biochemical, QFRET, recombinant enzyme | H-Glu-NHMec fluorogenic cleavage | 290,000 compounds, 1.2% hits | inhibition, % at 7.35 µM | M18 aspartyl aminopeptidase (Plasmodium falciparum 3D7);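 active = inhibition above the campaign mean inhibition over all tested compounds plus 3 SD, cut at about 28% in these data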;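 note: 0% = plate median of test compound wells and 100% = 2 mM ZnCl2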
NS3 helicase inh – inhibitors of HCV NS3 helicase, primary screen, biochemical, Cy5 molecular beacon fluorescence; inhibition, % at 10.9 µM; 290,000 compounds, 0.56% hits; NS3 helicase DNA unwinding; Hepatitis C virus NS3 helicase;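 active = inhibition above the mean of all tested compounds plus 3 SD, set per campaign, cut at about 35% in these data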;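 note: 0% = DMSO wells and 100% = thioflavine S control wells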
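Measured by: Cy5 fluorescence, 0 and 60 min reads / Assay system: NS3 helicase fragment of HCV / Control set: low DMSO, high thioflavine S at 110 µM / Times: 1 h reaction at 25 °C, ATP-initiated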
MEKK2 WT-MEK5 – modulators of MEK5 binding to wildtype MEKK2, primary screen, biochemical, multiplex bead flow cytometry, Alexa488-MEK5. Mitogen-activated protein kinase kinase kinase 2 (Homo sapiens), Q9Y2U5. Alexa488-MEK5 binding to MEKK2 WT; actives lie on both sides. binding response (% of control), % at 10 µM. 290,000 compounds, 1.1% hits; in the data active = binding response below about 67% or above about 130%
Numbers without * were called inactive; . = no result given.

1	O=C(COC(=O)CCC(=O)c1ccc(Cl)cc1)NC1CC1
2	O=[N+]([O-])c1cc([N+](=O)[O-])c2cccnc2c1Oc1ccccc1O
3	CCC(Sc1ncccc1C(=O)OC(C)C)C(=O)NCc1ccco1 (stereo not drawn)
4	CN(C)c1nc(N)ncc1-c1ccc(Oc2ccccc2)cc1
5	C=CCNC(=O)CC(=O)N/N=C/c1cccs1
6	CC1CCCCC1NC(=O)COC(=O)C12CC3CC(CC(Cl)(C3)C1)C2 (stereo not drawn)

Assay by compound	1	2	3	4	5	6
NALP1 yeast inh	8	32	-2	14	7	11
FID counter	-6	0	-28	0	-3	-23
IMP-1 inhibitor	-3.6	-3.8	-1.9	-1.1	-0.8	-0.9
MEKK2 mut-MEK5	0	7	1	3	-5	-12
SUMO HTRF inh	15	4	18	1	-10	22
VIM-2 inhibitor	-1.5	-1.7	-0.9	-3.8	-3.6	-0.7
M18AAP inhibitor	-10	84*	0	6	4	-13
NS3 helicase inh	2	-3	-2	-47	3	-1
MEKK2 WT-MEK5	102	95	93	104	96	74

7	Cc1ccc(-c2nc(N)sc2CC(=O)OCC(=O)NC2CCCC(C)C2C)cc1 (stereo not drawn)
8	COc1ccccc1CN(Cc1cc2cc(C)ccc2[nH]c1=O)Cc1nnnn1Cc1ccco1
9	CC1CCCCN1C(=O)CSc1nnc(-c2ccc(Cl)s2)o1 (stereo not drawn)
10	S=C(NCCSCc1ccc(Cl)c(Cl)c1)Nc1ccccc1
11	O=C(NC(=S)N1CCN(C/C=C/c2ccccc2)CC1)c1ccco1
12	C=CCN(CC(=O)NCc1ccc(F)cc1)C(=O)c1csnn1

Assay by compound	7	8	9	10	11	12
NALP1 yeast inh	20	16	-17	.	15	-6
FID counter	-26	6	-14	-7	-25	2
IMP-1 inhibitor	-3.9	-2.6	-2.5	-1.3	-2.5	-1.8
MEKK2 mut-MEK5	-9	-1	4	9	-1	4
SUMO HTRF inh	8	44	9	.	15	8
VIM-2 inhibitor	-3.3	-0.1	-2.1	-0.5	-3.4	-1.8
M18AAP inhibitor	-7	12	-5	11	6	5
NS3 helicase inh	12	15	-4	-9	6	1
MEKK2 WT-MEK5	90	92	102	132	94	105

13	O=C(c1ccco1)N1CCN(C2CCCC2)CC1
14	O=C1CCC(=O)N1c1ccc(NCc2ccccc2Cl)c([N+](=O)[O-])c1
15	CCOC(=O)c1cc(CN2CCOCC2)oc1-c1ccccc1
16	COc1ccc(NC(=O)CSc2nc3ccccc3nc2N2CCCC2)cc1Cl
17	CN(C)c1ccc(NC(=O)COC(=O)c2cc(=O)c3ccccc3o2)cc1
18	O=c1c(Cc2c(F)cccc2Cl)c(O)ccn1CC1CCCO1 (stereo not drawn)

Assay by compound	13	14	15	16	17	18
NALP1 yeast inh	37	28	6	4	25	-25
FID counter	7	1	-12	-15	1	-1
IMP-1 inhibitor	-1.7	-1.2	-2.8	-3.9	-2.2	-3.2
MEKK2 mut-MEK5	.	-1	4	-1	-1	3
SUMO HTRF inh	8	13	2	-6	-6	-10
VIM-2 inhibitor	-1.5	0.2	-4.2	-5.1	-3.2	-2.6
M18AAP inhibitor	0	-9	1	8	11	4
NS3 helicase inh	-2	0	-5	-18	-5	0
MEKK2 WT-MEK5	.	100	108	92	96	103

19	O=C(CCc1nc2ccccc2[nH]c1=O)N/N=C/c1ccccc1
20	COCc1cc(=O)n2[nH]c(-c3cccs3)cc2n1
21	O=C(O)c1ccc(N/N=C/C(Br)=C/c2ccccc2)cc1
22	Cn1c(=O)n(CC(=O)Nc2cccnc2)c2ccccc21
23	CC(C)Oc1ccc(C(=O)NC(=S)Nc2ccc(CN3CCOCC3)cc2)cc1
24	O=C(Cc1ccc(Br)cc1)Nc1cccc(-c2cn3c(n2)SCC3)c1

Assay by compound	19	20	21	22	23	24
NALP1 yeast inh	3	15	-3	.	30	10
FID counter	-2	-5	-12	-4	-4	-7
IMP-1 inhibitor	-5.6	-2.9	-1.4	-4.5	-1.7	-1.9
MEKK2 mut-MEK5	-3	4	-10	-11	-5	-4
SUMO HTRF inh	7	19	10	.	-4	-10
VIM-2 inhibitor	-3.1	-2.3	-2.9	-3.8	-0.9	-1.4
M18AAP inhibitor	-3	1	1	-5	2	1
NS3 helicase inh	-21	-8	18	-7	-10	-26
MEKK2 WT-MEK5	98	101	94	94	94	94

Profiles as entered above. Order of screens: NALP1 yeast inh	FID counter	IMP-1 inhibitor	MEKK2 mut-MEK5	SUMO HTRF inh	VIM-2 inhibitor	M18AAP inhibitor	NS3 helicase inh	MEKK2 WT-MEK5
`CC(C)Oc1ccc(C(=O)NC(=S)Nc2ccc(CN3CCOCC3)cc2)cc1` as listed: 30	-4	-1.7	-5	-4	-0.9	2	-10	94
`Cn1c(=O)n(CC(=O)Nc2cccnc2)c2ccccc21` as listed: .	-4	-4.5	-11	.	-3.8	-5	-7	94
`O=C(O)c1ccc(N/N=C/C(Br)=C/c2ccccc2)cc1` as listed: -3	-12	-1.4	-10	10	-2.9	1	18	94
`O=C(Cc1ccc(Br)cc1)Nc1cccc(-c2cn3c(n2)SCC3)c1` as listed: 10	-7	-1.9	-4	-10	-1.4	1	-26	94
`COCc1cc(=O)n2[nH]c(-c3cccs3)cc2n1` as listed: 15	-5	-2.9	4	19	-2.3	1	-8	101

The list goes on:
25	CCN1C(=O)CSc2ccc(C(=O)NCCCN3CCOCC3)cc21
26	O=C(NCCCN1CCOCC1)C1CC(=O)N(c2ccccc2)C1 (stereo not drawn)
27	CC(C)(C)NC(=O)CSc1nc2cccnc2n1C1CCCCC1
28	Cc1csc(CNC(=O)CC2C(=O)NCCN2Cc2ccc(F)cc2Cl)n1 (stereo not drawn)
29	COc1ccc(C2(O)CCN(C(=O)NC3CCCCC3)CC2)cc1
30	COC(=O)c1c(NC(=O)/C=C/C(=O)O)sc(C)c1-c1ccc(C)c(C)c1

Assay by compound	25	26	27	28	29	30
NALP1 yeast inh	26	23	-6	31	13	16
FID counter	1	1	-38	-13	-1	-26
IMP-1 inhibitor	-2.8	-0.3	-2.2	-2.7	-4.3	1.2
MEKK2 mut-MEK5	-2	0	17	8	2	-2
SUMO HTRF inh	-19	-9	8	5	12	13
VIM-2 inhibitor	-2.6	1.8	0.4	-2.1	-2.8	0.4
M18AAP inhibitor	-5	-6	1	4	-13	10
NS3 helicase inh	-4	5	2	-6	10	23
MEKK2 WT-MEK5	98	105	115	108	105	100

31	CCOC(=O)C1CN(S(=O)(=O)c2ccccc2)c2cc(S(=O)(=O)CC)ccc2O1 (stereo not drawn)
32	Cc1cccc(N(CC(=O)NCc2ccccc2)C(=O)Cn2nnc(-c3ccc(C)o3)n2)c1
33	COC(=O)c1cn(NC(=O)c2cc(OC)c(OC)c(OC)c2)c(=O)c2ccccc12
34	O=C(NCc1ccc(N2CCCC2=O)cc1)C1CCC(=O)N(Cc2ccccc2F)C1 (stereo not drawn)
35	CCC1CCCCN1C(=O)N[C@@H](CCSC)C(=O)OC (stereo partly drawn)
36	COC(=O)c1c(NC(=O)CSc2ncnc3c2cnn3-c2ccccc2Cl)sc2c1CCCC2

Assay by compound	31	32	33	34	35	36
NALP1 yeast inh	9	-43	1	1	-4	2
FID counter	-8	-30	-1	-18	-3	-4
IMP-1 inhibitor	-2.1	0.9	-2.4	-2.2	-4.7	-7.0
MEKK2 mut-MEK5	3	3	-2	2	-5	3
SUMO HTRF inh	-5	13	-6	10	16	19
VIM-2 inhibitor	-1.6	2.2	-3.6	-1.4	-0.5	-3.4
M18AAP inhibitor	2	-3	2	2	7	7
NS3 helicase inh	2	7	-4	-3	12	0
MEKK2 WT-MEK5	106	98	95	100	100	103

37	COc1ccc(N2CCN(C(=O)CNC(=O)Cn3c(C)cc4ccccc4c3=O)CC2)cc1
38	CCN(CC)C(=S)SCC(=O)c1c(C)[nH]c2ccccc12
39	Cc1cccc(-c2nc(CS(=O)CC(=O)NCCCSC3CCCCC3)c(C)o2)c1 (stereo not drawn)
40	COc1ccccc1CP(=O)(c1ccccc1)c1ccccc1
41	C/C(=N\NC(=O)CCC(=O)NCc1ccccc1)c1ccco1
42	O=C(NC(=S)Nc1ccc(Oc2ccccc2)cc1)c1ccc(Cl)cc1

Assay by compound	37	38	39	40	41	42
NALP1 yeast inh	-11	40	-5	17	12	5
FID counter	-5	-5	-25	-23	-9	-4
IMP-1 inhibitor	-4.4	-3.3	0.9	-2.0	-1.2	0.8
MEKK2 mut-MEK5	-9	5	-4	11	-1	-2
SUMO HTRF inh	-9	-5	12	-7	1	-11
VIM-2 inhibitor	-3.4	-0.1	-1.8	-2.2	-3.1	0.3
M18AAP inhibitor	-6	-3	0	3	-13	-13
NS3 helicase inh	2	-7	-15	12	4	0
MEKK2 WT-MEK5	93	89	99	125	103	96

43	Cc1ccc(-c2noc(CCCC(=O)Nc3cccnc3)n2)cc1
44	Cc1cc(N2CCN(C)CC2)nc2ccc(NC(=O)CCC(=O)NCc3ccco3)cc12
45	CCOC(=O)N1CCN(c2c(NCc3ccc(F)cc3)c(=O)c2=O)CC1
46	Brc1c(CSc2nncc3ccccc23)nc2ccccn12
47	COc1ccc(OC)c(CNC(=O)CCn2nc(C)c3c(C)n(-c4ccccc4)nc3c2=O)c1

Assay by compound	43	44	45	46	47
NALP1 yeast inh	-19	10	.	7	-1
FID counter	-9	14	-10	-24	-41
IMP-1 inhibitor	-3.4	-3.2	-3.2	-3.5	-1.8
MEKK2 mut-MEK5	7	1	-23	1	2
SUMO HTRF inh	-1	16	10	-19	-5
VIM-2 inhibitor	-0.9	0.0	-3.3	-1.2	-1.6
M18AAP inhibitor	-8	10	0	1	2
NS3 helicase inh	2	-9	1	9	0
MEKK2 WT-MEK5	119	105	84	96	104
